MOR-DOR inv ag: inverse agonists of human mu-delta opioid receptor heterodimerization; P35372+P41143; cell-based MOR-DOR heterodimer luminescence, inverse agonism; inhibition, % at 9.3 µM; 340,000 tested, 0.21% active; AID 504357; in the data active = inhibition above about 22%, passing the limit was not always enough;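 note: 0% = cells with DMSO and 100% = wells without cells with DMSO; values of inactives mirror those of a sister screen read the other way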
PKA-R1A act: activates the PKA-R1A holoenzyme complex; PKA-R1A dissociation, Cy5-IP20 fluorescence polarization; scaled: DMSO 0%, 113 µM cGMP 100%; 340,000 tested, 0.083% active; activation, % at 11.4 µM;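 active = percent activation above the mean of all tested compounds plus 3 SD, cut at about 19% in these data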;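 note: higher means more PKAc released from R1A so a rise in polarization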
HTR5A ag: counter-screen for OPRM1-OPRD1 agonists: human HTR5A agonism; P47898; HTR5A agonist assay, luminescence, cell-based; activation, % at 9.3 µM; 340,000 tested, 0.61% active; AID 504692; in the data active = activation mostly above about 9.5%, no sharp cut-off; inactive = mostly below about 7.6%;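 note: 0% = cells with vehicle only and 100% = reference agonist; strong numbers were not always called active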
Target sequence (P47898 whole entry, looked up): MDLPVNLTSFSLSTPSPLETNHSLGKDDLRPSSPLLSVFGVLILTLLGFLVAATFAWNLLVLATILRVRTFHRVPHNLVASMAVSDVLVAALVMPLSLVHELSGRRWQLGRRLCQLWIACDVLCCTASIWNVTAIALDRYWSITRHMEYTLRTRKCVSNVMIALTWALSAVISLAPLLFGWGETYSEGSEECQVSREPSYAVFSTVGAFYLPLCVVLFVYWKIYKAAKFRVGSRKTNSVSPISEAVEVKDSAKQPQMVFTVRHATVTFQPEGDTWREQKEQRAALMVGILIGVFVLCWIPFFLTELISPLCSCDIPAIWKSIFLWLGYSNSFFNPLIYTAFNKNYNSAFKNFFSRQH
V-ATPase pH: regulators of yeast V-ATPase proton transport; S. cerevisiae, pHLuorin cytosolic pH fluorescence; response, % at 10 µM; 350,000 tested, 0.37% active; AID 504577; in the data active = response mostly above about 7.3%, no sharp cut-off; inactive = mostly below about 5.4%; note: actives read high; inactives centre near 0; some compounds called inactive have numbers as strong as hits; reference of the scale not given here
Arr AP2 block: human beta-arrestin and AP2 interaction inhibition | FITC-arrestin peptide / GST-AP2 beads, flow cytometry; AP2 beta2 appendage carries R879A mutation | inhibition, % at 10 µM | 340,000 tested, 0.31% active;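 active = inhibition above a set limit, near 3 SD of compounds lacking own fluorescence, cut at about 54% in these data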;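 note: plate controls were DMSO wells for no effect and 5 µM unlabelled arrestin peptide for full effect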
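Material – GST-tagged AP2 beta2-adaptin appendage (R879A) on 4 µm glutathione beads · Probe or stimulus – fluorescein-tagged arrestin peptide at 50 nM final · Timing – 12 min plus 1 h, RT · Detection – bead flow cytometry, FITC channel · Read-out basis – inhibition as reduced fluorescein signal on beads, percent · Medium – PBS plus Tween 20 (0.05%) and BSA (0.1%)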
DSG3 Ab inh: inhibitors of pemphigus antibody binding to human desmoglein-3 | binding (percent of control), % at 10 µM | 310,000 tested, 0.48% active | P32926 | DSG3-coupled beads, scFv-anti-DSG3-GFP binding, flow cytometry; active compounds read low;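 active = binding more than 3 SD below its plate's average and above zero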;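 note: hits lower antibody fragment binding to DSG3; some compounds called inactive have numbers as strong as hits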
HTR5A inv ctr: inverse agonist of human HTR5A in OPRM1-OPRD1 counter-screen. inhibition, % at 9.3 µM. 340,000 tested, 0.083% active. HTR5A cell line, luminescence, inverse agonism. P47898. AID 504634; in the data active = inhibition mostly above about 23%, no sharp cut-off; inactive = mostly below about 18%;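 note: 0% = cells with DMSO and 100% = no-cell wells with DMSO; some compounds called inactive have numbers as strong as hits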
DAGLB inh: diacylglycerol lipase beta (human) inhibition. Q8NCG7. HEK293T DAGLB membrane lysate, EnzChek fluorogenic substrate. inhibition, % at 5.17 µM. 340,000 tested, 0.059% active. AID 504411; in the data active = inhibition above about 34%;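 note: 0% = enzyme with vehicle and 100% = wells lacking enzyme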
PKA-R2B activ: activates the human PKA-R2B holoenzyme complex; AID 504700; 340,000 tested, 0.079% active; P22694+P31323; activation, % at 11.4 µM; PKA-R2B holoenzyme dissociation, Cy5-IP20 fluorescence polarization; R2B truncated from residue 108, S112A mutant; 0% DMSO only, 100% 113 µM cGMP;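 active = activation above a cutoff set at the mean over all compounds plus 3 SD, cut at about 18% in these data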;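 note: higher means more holoenzyme dissociation and a rise in polarization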
Target sequence (P31323 whole entry, looked up, other chains not shown, the tested form may be a part): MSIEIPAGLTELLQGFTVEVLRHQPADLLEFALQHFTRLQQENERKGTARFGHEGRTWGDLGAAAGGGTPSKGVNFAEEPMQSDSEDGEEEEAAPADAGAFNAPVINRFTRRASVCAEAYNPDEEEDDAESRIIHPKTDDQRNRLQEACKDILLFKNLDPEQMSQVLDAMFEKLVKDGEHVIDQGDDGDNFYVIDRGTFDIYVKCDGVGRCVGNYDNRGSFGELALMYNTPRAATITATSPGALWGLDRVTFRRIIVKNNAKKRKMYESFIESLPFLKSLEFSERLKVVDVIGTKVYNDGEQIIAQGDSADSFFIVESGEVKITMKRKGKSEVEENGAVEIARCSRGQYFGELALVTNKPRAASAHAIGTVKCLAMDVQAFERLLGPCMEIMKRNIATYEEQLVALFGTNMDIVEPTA
MOR-DOR ag: agonists of human mu-delta opioid receptor heterodimerization. cells, OPRM1-OPRD1 heterodimerization, luminescence. 340,000 tested, 0.3% active. P35372+P41143. activation, % at 9.3 µM; in the data active = activation above about 18%;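 note: 0% = vehicle-treated cells and 100% = reference agonist; values of inactives mirror those of a sister screen read the other way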
* = called active by the depositor; x = not tested or not shown.

SMILES | MOR-DOR inv ag | PKA-R1A act | HTR5A ag | V-ATPase pH | Arr AP2 block | DSG3 Ab inh | HTR5A inv ctr | DAGLB inh | PKA-R2B activ | MOR-DOR ag
COc1ccc(OC)c(S(=O)(=O)Nc2ccc3c(c2)OCCO3)c1 | x | -4 | x | 3 | x | 103 | x | 1 | 4 | x
Brc1cccc(OCCOCCn2ccnc2)c1 | 13 | -9 | -1 | 2 | -4 | 93 | -31 | -1 | 6 | -2.4
CCC(=O)Nc1cccc(-c2ccc(N3CCC(C)CC3)nn2)c1 | -11 | -11 | 3 | -6 | 0 | 132 | -11 | 0 | -7 | 2.1
C#CC1(NC(=O)NC(=O)c2c(F)cccc2F)CCCCC1 | 4 | -6 | 7 | 0 | -6 | 104 | 0 | 1 | -5 | -0.8
CCOc1cc(/C=C2\SC(N3CCCC(C)C3)=NC2=O)ccc1O (stereo unspecified) | 15 | -7 | -2 | 2 | -15 | 90 | 9 | 0 | -2 | -2.7
Cc1c(CCC(=O)N2CCC(C(=O)NCCCCCC(=O)O)CC2)c(=O)oc2cc3oc4c(c3cc12)CCCC4 | 11 | -12 | -3 | 1 | -2 | 100 | 14 | 1 | -7 | -2.2
CCOCCCNC(=S)N(CCCN(C)C)Cc1cc2cc3c(cc2[nH]c1=O)OCCO3 | 18 | 6 | 5 | -58 | 29 | 112 | -15 | 1 | 3 | -3.4
O=C(Cc1ccccc1)NN=C1CCCC1 | 6 | -1 | -4 | 1 | -5 | 96 | 15 | 0 | -3 | -1.1
O=C(NCc1ccccc1)NC1(C(=O)N2CCN(c3ncccn3)CC2)CCCCC1 | 13 | 8 | 2 | -2 | -1 | x | 11 | 2 | -4 | -2.4
Cc1ccc(-n2ncc3c(N4CCN(c5ccc(F)cc5)CC4)ncnc32)c(C)c1 | -7 | 3 | 3 | 1 | 11 | 100 | -8 | 0 | -8 | 1.1
COC(=O)c1ccc2c(=O)n(CCCCCC(=O)N3CCN(c4ccccc4)CC3)c(=O)[nH]c2c1 | 6 | -8 | -5 | 1 | -4 | 98 | 14 | 1 | -6 | -1.2
c1ccc(Cc2noc(CN3CCC(CN4CCOCC4)CC3)n2)cc1 | -7 | 3 | 5 | 2 | 24 | 108 | -15 | 0 | 2 | 1.4
O=C(Nc1cccc(Cl)c1)Nc1nc(-c2ccccc2)cs1 | -30 | -5 | 0 | 4 | -15 | 97 | -13 | -2 | -6 | 5.9
CCc1cc(C(=O)N2CCCC(CCC(=O)NCc3cccc(OC)c3)C2)no1 (stereo unspecified) | 6 | -13 | 1 | 1 | 14 | 104 | -2 | 2 | -3 | -1.1
O=C(NCCN1CCN(c2ccccc2)CC1)c1cccc(Cl)c1 | 3 | 8 | 7 | 0 | 20 | 101 | -25 | -2 | -7 | -0.8
CC(C)C(NC(=O)C1CCC(C(C)(C)C)CC1)C(=O)NCCc1ccc(S(N)(=O)=O)cc1 (stereo unspecified) | 11 | 3 | 0 | -4 | -11 | 93 | 1 | -10 | -3 | -2.0
O=C(Nc1ccccc1O)c1nc(Cl)ccc1Cl | 17 | 3 | 1 | -2 | 2 | 94 | -30 | 0 | -6 | -3.3
O=C(NCc1ccco1)c1cc2ccc(O)cc2oc1=O | 9 | -6 | 4 | -5 | 23 | x | -8 | 2 | -5 | -1.9
Cc1cccc(C(=O)OCC(=O)Nc2sc3c(c2C#N)CCC3)c1 | 8 | -1 | 1 | -2 | 31 | 95 | -4 | -7 | -10 | -1.5
OC(CCCN1CCCCC1)(c1ccccc1)c1ccc(C(F)(F)F)cc1 (stereo unspecified) | 1 | 2 | 2 | 1 | 39 | 120 | -9 | -2 | -3 | -0.2
COCC(=O)Nc1ccc(S(=O)(=O)NCC2CCCO2)cc1 (stereo unspecified) | 7 | -6 | 1 | 1 | 5 | 108 | -36 | 0 | 9 | -1.4
COc1ccc(CC(NC(C)=O)C(=O)NC2CCN(C(=O)NCc3ccccc3)CC2)cc1OC (stereo unspecified) | -2 | 10 | -3 | 8 | -1 | 98 | 11 | -1 | 1 | 0.4
Cc1cc(C(F)(F)F)c(C#N)c(SCC(=O)NC(C)(C)C)n1 | 3 | 0 | 0 | -5 | -2 | 100 | 12 | 1 | 1 | -0.7
Oc1c(C(c2ccco2)N2CCOCC2)sc2ncnn12 (stereo unspecified) | 8 | 5 | 0 | 2 | -7 | 97 | -13 | 1 | 3 | -1.4
Cc1cccc(C)c1OC1(c2ccccc2)OC(=O)c2ccccc21 (stereo unspecified) | -57 | 6 | 4 | 0 | -3 | 109 | -7 | -10 | -6 | 10
CC(=O)OCCN(Cc1ccccc1)Cc1ccc2c(c1)OCO2 | -39 | -6 | 3 | 0 | x | 102 | -8 | -9 | -1 | 7.2
CCCCCC(=O)NC(=S)Nc1ccc2oc(=O)ccc2c1 | 2 | -14 | 0 | 1 | 24 | 99 | 24 | -2 | -12 | -0.5
Cc1cc(C)c(-c2cc(C(F)(F)F)no2)c(=O)[nH]1 | 5 | 8 | -5 | 1 | 51 | 99 | -6 | 1 | 18 | -0.9
COc1cccc(NC(=O)NCCCN2CCN(c3ccc(F)cc3)CC2)c1 | 11 | -20 | 2 | 2 | 14 | 110 | -5 | -1 | -7 | -2.5
CCN(CC)CCCOC(=O)C1(c2ccccc2)CCCC1 | -14 | 2 | 0 | -1 | 22 | 98 | 15 | 0 | -4 | 3.0
COc1ccccc1CNC(=O)CN1C(=O)NC2(CCC(C)CC2)C1=O (stereo unspecified) | 17 | 1 | -1 | -2 | -7 | 119 | 3 | -1 | 2 | -3.2
CC(C)(C)NC(=O)C(c1ccncc1)N(C(=O)Cn1nnc(-c2ccc(F)cc2)n1)c1ccccc1 (stereo unspecified) | 8 | -7 | -1 | 2 | 7 | 102 | 2 | -2 | -2 | -1.6
COc1ccccc1N(C)S(=O)(=O)c1ccc(C(=O)N2CCC(C(N)=O)CC2)cc1 | 13 | -2 | 3 | 4 | 1 | 108 | -9 | 0 | -3 | -3.0
S=C(Nc1ccccc1Cl)N1CCCCCC1 | 12 | 10 | 0 | 4 | -3 | 82 | 4 | -2 | -4 | -2.4
O=C(c1cccs1)N1CCN=C1SCc1cccnc1 | -8 | -5 | -4 | -4 | 8 | x | -33 | 1 | 6 | 1.4
O=C(Nc1ccc(S(=O)(=O)N2CCCCC2)cc1)c1cccnc1Cl | 3 | -3 | -2 | 2 | 4 | 96 | 2 | 2 | 7 | -0.5
N/C(=N/O)c1cccn1Cc1ccccc1[N+](=O)[O-] | 11 | -2 | -3 | 3 | 2 | 111 | 9 | -1 | -4 | -2.2
COc1ccc(S(=O)(=O)N2CCN(C)CC2c2ccccc2)cc1OC (stereo unspecified) | 15 | 3 | 2 | -4 | 2 | 95 | 5 | -1 | -10 | -3.0
CCCCn1c(=O)n(CC(=O)NCc2ccc(C)cc2)c(=O)c2c1nc(CO)n2CCC | 18 | -13 | -7 | -3 | 4 | 106 | 19 | 0 | 1 | -3.2
CCN(CC)C(=O)N1CCN(S(=O)(=O)c2ccccc2)CC1 | 6 | -5 | 0 | -4 | -3 | 104 | 6 | -1 | -1 | -1.1
C#CCN(C[C@@H]1[C@@H](OC(=O)NC2CCCC2)[C@@H](OC(=O)NC2CCCC2)CN(C(=O)OC(C)C)N1C(=O)OC(C)C)S(=O)(=O)c1ccc(C)cc1 | x | -11 | x | 2 | x | x | x | -8 | -7 | x
CC(C)(C)c1ccc(OCCC(=O)OCC(=O)NC2CCCCC2)cc1 | -50 | -2 | -2 | -6 | 1 | 104 | -25 | -3 | 6 | 7.6
COc1cc2c(-c3ccccc3)c(C)oc2cc1/C=N/NC(N)=S | -76 | 8 | 9 | -3 | -5 | 97 | -44 | 0 | 9 | 15
Cc1noc(C)c1COC(=O)c1cc(S(=O)(=O)N2CCOCC2)ccc1F | -9 | -5 | -5 | -4 | 20 | 562 | 18 | 4 | 2 | 1.6
Cc1cc(Cl)c2oc(C(=O)N(C)Cc3cc(C)[nH]n3)c(C)c2c1 | -4 | -4 | 8 | 4 | -4 | 108 | -5 | 0 | 1 | 0.7
CCOC(=O)c1oc2ccccc2c1NC(=O)c1cccc(OC)c1 | -7 | -7 | 0 | -3 | -3 | 104 | 7 | -15 | 6 | 1.3
CCOc1cc2[nH]c(=O)n(Cc3ccccc3)c(=O)c2cc1OCC | 17 | -2 | 9 | -3 | 19 | x | -27 | 0 | -10 | -3.4
CC(NC(=O)Cc1ccc(F)cc1)C(c1cccs1)N1CCN(C)CC1 (stereo unspecified) | 15 | -3 | 2 | 3 | -5 | 99 | 4 | 2 | 1 | -2.6
COC(=O)c1ccc(N=NN2CCCCC2)cc1 | -6 | -16 | -3 | 1 | -5 | 102 | -15 | -12 | -5 | 1.1
CCOC(=O)CCc1c(C)nc2c(c(C)nn2-c2ccc(C)cc2)c1C | 2 | -8 | 0 | 6 | 24 | 97 | 1 | 0 | 12 | -0.3

An excerpt from above in order of SMILES length, largest number first.
SMILES | MOR-DOR inv ag | PKA-R1A act | HTR5A ag | V-ATPase pH | Arr AP2 block | DSG3 Ab inh | HTR5A inv ctr | DAGLB inh | PKA-R2B activ | MOR-DOR ag
C#CCN(C[C@@H]1[C@@H](OC(=O)NC2CCCC2)[C@@H](OC(=O)NC2CCCC2)CN(C(=O)OC(C)C)N1C(=O)OC(C)C)S(=O)(=O)c1ccc(C)cc1 | x | -11 | x | 2 | x | x | x | -8 | -7 | x
Cc1cc(Cl)c2oc(C(=O)N(C)Cc3cc(C)[nH]n3)c(C)c2c1 | -4 | -4 | 8 | 4 | -4 | 108 | -5 | 0 | 1 | 0.7
CCOC(=O)CCc1c(C)nc2c(c(C)nn2-c2ccc(C)cc2)c1C | 2 | -8 | 0 | 6 | 24 | 97 | 1 | 0 | 12 | -0.3
CC(NC(=O)Cc1ccc(F)cc1)C(c1cccs1)N1CCN(C)CC1 (stereo unspecified) | 15 | -3 | 2 | 3 | -5 | 99 | 4 | 2 | 1 | -2.6
CCOc1cc2[nH]c(=O)n(Cc3ccccc3)c(=O)c2cc1OCC | 17 | -2 | 9 | -3 | 19 | x | -27 | 0 | -10 | -3.4

Further entries.
SMILES | MOR-DOR inv ag | PKA-R1A act | HTR5A ag | V-ATPase pH | Arr AP2 block | DSG3 Ab inh | HTR5A inv ctr | DAGLB inh | PKA-R2B activ | MOR-DOR ag
CCCCc1nnc(NC(=O)CSc2nc(=O)cc(N)n2-c2ccccc2)s1 | 5 | -8 | 4 | -2 | -2 | 97 | -18 | -1 | 3 | -0.9
Cc1ccc(NC(=O)c2sccc2C)nc1 | 9 | 3 | 1 | 1 | 4 | 100 | -3 | -2 | -8 | -1.7
CN(C)c1ccc(CNS(=O)(=O)c2ccc3c(c2)C(C)(C)C(=O)N3C)cc1 | 2 | 6 | -1 | -1 | 12 | 89 | 2 | 3 | -1 | -0.4
CSc1ccc(CN2CCC(Oc3ccc(C(=O)N4CCCC4)cc3)CC2)cc1 | 17 | 2 | -2 | -3 | -1 | 105 | -35 | 0 | 2 | -3.3
O=C(COc1ccc(NS(=O)(=O)c2ccc(F)cc2)cc1)N1CCOCC1 | -5 | 12 | -2 | 2 | -29 | 103 | 6 | 1 | 2 | 0.9

Screening data deposited in PubChem by several laboratories.
